# CHO-K1 Ca ag – M1 agonist counterscreen hit in parental CHO-K1 cells | Fluo-8 calcium fluorescence; scaled to maximal ATP response, vehicle zero | activation, % at 3 µM | 0.48% of 360,000 active; in the data active = activation above about 15%;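 also: untransfected CHO-K1 host cells lacking M1 receptor as counterscreen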
# TAAR1 ag – human TAAR1 agonism; Q96RJ0; CHO RD-HGA16 TAAR1, Fluo-8 calcium fluorescence; vehicle wells 0%, saturating PEA agonist 100%; activation, % at 3 µM; 0.99% of 360,000 active; AID 624467;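 active = activation above the mean activation of all test compounds in the run plus 3 SD, cut at about 38% in these data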
# Target sequence (Q96RJ0 whole entry, looked up): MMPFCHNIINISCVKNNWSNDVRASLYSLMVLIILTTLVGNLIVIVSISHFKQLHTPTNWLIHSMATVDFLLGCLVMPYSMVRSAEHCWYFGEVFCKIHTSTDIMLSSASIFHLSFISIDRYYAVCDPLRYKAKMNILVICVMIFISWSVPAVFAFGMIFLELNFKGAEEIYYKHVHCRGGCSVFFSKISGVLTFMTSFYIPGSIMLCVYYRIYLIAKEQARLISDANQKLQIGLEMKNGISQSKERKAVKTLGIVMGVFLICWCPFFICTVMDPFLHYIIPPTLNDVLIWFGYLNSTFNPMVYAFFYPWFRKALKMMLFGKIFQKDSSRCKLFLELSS
#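 Test system: RD-HGA16 (CHO) cells co-expressing Gα16 and hTAAR1; dosing: one-point dosing at 3 µM (nominal); timing: 17-24 h seeding, 75 min 37 °C dye, 30 min RT; signal: kinetic Fluo-8 calcium fluorescence; read-out basis: % activation relative to PEA EC100 response; controls: DMSO and PEA EC100; replicates: n 1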
# TAAR1 antag – antagonists of human TAAR1; CHO RD-HGA16 TAAR1, Fluo-8 calcium fluorescence, antagonist; inhibition, % at 3 µM; 1.5% of 360,000 active; AID 624466;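 active = inhibition above a per-plate cutoff, the mean inhibition of test compounds on that plate plus 3 SD, cut at about 49% in these data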;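 also: 0% = DMSO plus EC80 beta-PEA response and 100% = DMSO alone without agonist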
#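 System: RD-HGA16 CHO cells with stable hTAAR1 and Gα16 | Probe or stimulus: EC80 β-phenethylamine stimulus | Dosing: 3 µM, single point | Times: Dye loading 75 min at 37 °C, then 30 min room temperature | Measured by: Fluo-8 calcium-sensitive fluorescence | Read-out basis: % inhibition of agonist calcium response | Replicates: n of 1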
# V1aR counter – V1a receptor agonism, counter-screen for OXTR agonists | P37288 | CHO-V1R cells, Fluo-8 calcium fluorescence, agonist mode; 0% DMSO, 100% 3 nM vasopressin | activation, % at 3 µM | 0.25% of 320,000 active;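 active = activation above the mean activation of all tested compounds plus 3 SD, per screening run, cut at about 20% in these data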;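 also: signal is peak over basal fluorescence ratio across a 100 second FLIPR read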
# Target sequence (P37288 whole entry, looked up): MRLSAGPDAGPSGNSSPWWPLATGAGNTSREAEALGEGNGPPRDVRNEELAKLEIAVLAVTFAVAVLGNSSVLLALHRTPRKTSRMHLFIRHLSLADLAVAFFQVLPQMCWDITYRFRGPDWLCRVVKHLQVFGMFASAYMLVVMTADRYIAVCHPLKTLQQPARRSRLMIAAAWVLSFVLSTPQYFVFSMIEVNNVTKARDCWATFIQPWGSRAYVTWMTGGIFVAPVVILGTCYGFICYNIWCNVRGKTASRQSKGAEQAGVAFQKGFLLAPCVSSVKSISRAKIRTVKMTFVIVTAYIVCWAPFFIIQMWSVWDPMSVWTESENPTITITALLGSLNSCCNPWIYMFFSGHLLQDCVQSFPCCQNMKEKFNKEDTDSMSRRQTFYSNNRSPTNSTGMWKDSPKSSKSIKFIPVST
# M1 ag – agonists of human M1 muscarinic receptor. CHO-K1 hM1, Fluo-8 calcium fluorescence, agonist mode; 0% DMSO, 100% acetylcholine EC100. activation, % at 3 µM. 0.33% of 360,000 active. AID 588814;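 active = activation above the run's mean compound activation plus 3 SD, cut at about 16% in these data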;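 also: peak over basal fluorescence ratio within a 140 s kinetic read after compound addition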
# OXTR potentiator – potentiates the human oxytocin receptor response. 0.061% of 320,000 active. activation, % at 3 µM. CHO-OTR cells, Fluo-8 calcium fluorescence, potentiator mode; 0% = oxytocin EC15, 100% = EC100. P30559;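 active = activation above that plate's cutoff, the mean activation of tested compounds plus 3 SD, cut at about 6.6% in these data, passing the limit was not always enough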;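 also: 100% uses oxytocin at 75 nM as the full agonist control; some results filed as inactive read as strong as hits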
#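 System: human OTR in CHO cells / Also added: sub-maximal oxytocin, roughly EC15 / Control set: EC15 oxytocin low, 75 nM oxytocin high / Schedule: 6 min compound pre-incubation at room temperature, 100 s kinetic read / Compound: single-point 3.0 µM / Replication: singlicate / Technique: Fluo-8 calcium dye fluorescence / Read-out basis: % activation of max/min ratio relative to oxytocin controls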
# CHO parental Ca – counter-screen for OX1R antagonists: effect in parental CHO cells; 0.63% of 330,000 active; parental CHO-K1, ATP-induced calcium, Fluo-8 fluorescence; AID 463079; inhibition, % at 5.6 µM;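 active = inhibition above that plate's mean sample inhibition plus 3 SD, cut at about 26% in these data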;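 also: 0% = ATP-challenged DMSO wells and 100% = DMSO wells without ATP; some compounds past the cut are filed as inactive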
#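 material = parental CHO cells | also added = ATP as calcium-mobilizing challenge | dosing = single point at 5.6 µM | detection = intracellular calcium via Fluo-8 no-wash fluorescent dye | read-out = % inhibition | benchmarks = low control ATP plus DMSO, high control DMSO only | repeats = one well per compound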
# CHO-K1 Ca PAM – M1 PAM counterscreen hit in parental CHO-K1 cells | ATP EC20, Fluo-8 calcium fluorescence; 0% at ATP EC20, 100% at ATP max | activation, % at 3 µM | 0.02% of 360,000 active;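 active = activation above the run cutoff, the mean activation of all test compounds plus 3 SD, cut at about 40% in these data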;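 also: peak over basal fluorescence ratio in a 140 s read after ATP addition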
# CHO-K1 Ca antag – nonselective inhibitor or artifact in parental CHO-K1 cells; ATP-induced calcium, Fluo-8 fluorescence; inhibition, % at 3 µM; 0.6% of 360,000 active; AID 602250;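 active = inhibition above a per-plate cutoff, the plate's mean sample inhibition plus 3 SD, cut at about 24% in these data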;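 also: 0% = DMSO plus EC80 ATP and 100% = DMSO alone without ATP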
# Active calls of the source: *; nt = no result given; & = joins results of further samples.
SMILES	CHO-K1 Ca ag	TAAR1 ag	TAAR1 antag	V1aR counter	M1 ag	OXTR potentiator	CHO parental Ca	CHO-K1 Ca PAM	CHO-K1 Ca antag
COC(=O)c1ccc(COc2ccccc2/C=N/NC(=O)c2cccnc2)cc1	1.4	12	15	0.7	-4	-12	-18	-15	10
COc1ccccc1NC(=O)Cc1coc2cc(C)ccc12	-0.1	0	7	-1.7	-6	2	-22	9	2
COc1ccc(S(=O)(=O)Nc2ccccc2N2CCOCC2)cc1OC	0.3	0	8	0.9	1	4	-19	5	16
COc1ccc(-n2nnnc2SCC#CCO)cc1	0.0	4	6	-0.3	-4	0	-5	-3	12
O=c1c(C(c2ccc(Cl)cc2)c2c(O)nc3n(c2=O)CCS3)c(O)nc2n1CCS2	0.1	0	-17	0.2	1	3	-7	-16	7
CC(C)=C(NC(=O)c1ccccc1)C(N)=O	0.5	2	-27	10	-1	-6	-3	-5	4
Cc1cc(NC(=O)CSc2c(C)[nH]c3ccccc23)no1	0.8	0	5	0.9	-2	-6	-6	20	-10
COc1cc(/C=N/NC(=O)Cn2ccc(C(F)(F)F)n2)cc(OC)c1OC	1.4	0	-3	-0.5	-7	3	-2	20	-7
CCc1ccccc1NS(=O)(=O)c1ccc2c(c1)C(C)(C)C(=O)N2C	0.8	-1	7	-0.2	-1	-10	-16	19	-7
COc1ccc(C)cc1NC(=O)COC(=O)CCC(=O)c1cccs1	-0.1	2	21	0.0	-4	3	-10	8	2
NC(=O)c1nsc(C(=O)N(Cc2cccnc2)C(C(=O)NCc2ccc(F)cc2)c2ccc(F)cc2)c1N (configuration not stated)	0.7	0	-6	0.8	-1	-6	-15	-11	1
O=C(c1ccco1)N1CCN(C(=O)C2CCN(S(=O)(=O)c3cccc4nsnc34)CC2)CC1	0.7	4	3	0.4	2	-7	-3	9	8
O=C(Cc1cccs1)NNC(=S)NC(=O)c1ccc(F)c(F)c1	0.7	10	0	-0.7	-1	-1	-5	9	-4
C[n+]1cccc(C(=O)NNC(=O)C23CC4CC(CC(C4)C2)C3)c1	0.3	5	-13	1.2	-7	3	-7	23	-13
CCOC(=O)C1=C(C)N(CCCCCC(=O)O)C(=O)NC1c1ccc([N+](=O)[O-])cc1 (configuration not stated)	0.0	7	11	-0.2	0	-7	-2	-7	3
COc1cc(NC(=O)c2cc3ccccc3o2)ccc1NC(=O)c1ccco1	9.4	15	64*	3.4	4	-14	5	-4	-3
Cc1cc(C)cc(N(C(=O)CNC(=O)c2cccs2)C(C(=O)NC2CCCC2)c2cccnc2)c1 (configuration not stated)	0.2	0	-18	0.5	-6	-3	-15	23	-13
COC(=O)c1c(-c2ccc(C)cc2)csc1NC(=S)NC(=O)c1ccc(F)cc1	3.6	6	-7	0.7	-8	-1	-25	23	-10
CC1=CC(=C(C#N)c2nc3ccccc3s2)C=C(C)N1c1ccc(F)cc1F	0.2	-3	-1	0.3	-5	-4	-4	-13	18
CCc1nn(CC(=O)N2CCC(C(N)=O)CC2)c(=O)c2cc3occc3n12	0.5	9	-6	0.1	0	-5	1	16	-6

# Continuation:
SMILES	CHO-K1 Ca ag	TAAR1 ag	TAAR1 antag	V1aR counter	M1 ag	OXTR potentiator	CHO parental Ca	CHO-K1 Ca PAM	CHO-K1 Ca antag
O=S(=O)(Cc1ccccc1)C1CCCCC1O (configuration not stated)	0.2	4	-30	1.0	-4	0	-18	14	-3
COc1ccc(NC(=O)CSc2nc(=O)n(CCN(C)C)c3c2CCCC3)cc1OC	0.3	0	-14	-0.4	-6	3	-23	-6	-10
COc1ccc(N2CCN(C(=O)COc3cccc4ccccc34)CC2)cc1	1.9	nt	nt	1.1	-3	-5	-24	3	-5
COc1ccc(C2=NOC(CN3C(=O)c4ccccc4S3(=O)=O)C2)cc1 (configuration not stated)	3.5	14	32	0.6	0	-10	-12	9	-2
Cc1cccc(C)c1N1CCN(S(=O)(=O)N2CCCCC2)CC1	0.8	16	3	1.0	-2	-14	-16	-1	1
Cc1cc(C)cc(C(=O)OCC(=O)N2CCCCCC2)c1	1.2	1	-5	-0.5	-6	-6	-12	21	-13
CCOC(=O)Cc1cc(=O)n(-c2nc3ccccc3s2)[nH]1	0.8	4	-5	1.2	1	-4	-4	14	1
COc1cc(/C=C/c2cc(C(=O)O)c3ccccc3n2)ccc1OC(F)F	-0.1	1	-21	0.5	-3	-8	1	-2	8
CC1CN(C(=O)COC(=O)c2cccc(NS(=O)(=O)c3ccccc3)c2)CC(C)O1 (configuration not stated)	1.6	2	-21	-0.7	-6	-10	-8	17	-18
Cc1cc(OCC(=O)NC2CCN(Cc3ccccc3)CC2)c2c(C)cc(=O)oc2c1	0.7	2	-10	-0.3	-6	-3	6	7	-16
CSc1cc(C)c(OCC(=O)Nc2c(C)nn(C)c2C)c(C)c1	5.1	2	2	4.3	-1	-14	12	1	-11
O=C(N/N=C/c1ccccn1)c1cccc([N+](=O)[O-])c1	0.1	5	-4	-0.1	-3	1	-14	-8	16
Clc1ccc(Oc2cnns2)c(Cl)c1	0.9	-2	13	-0.1	-5	-7	-5	25	-24
O=C(NCC1CCCO1)c1ccc(COc2ccc(Cl)cc2)cc1 (configuration not stated)	2.6	6	2	5.3	-3	-7	-10	0	5
Cc1nc(CC(=O)N/N=C/c2ccc(OCC(=O)O)cc2)cs1	-0.3	1	-9	1.0	-3	-5	7	8	-16
COc1ccc(C2C3=C(CCCC3=O)N(CC(=O)O)C3=C2C(=O)CCC3)cc1Cl	0.1	2	-7	0.6	0	-15	-3	0	-1
CC(C(=O)NCC1CCCCC1)N1CCN(S(=O)(=O)/C=C/c2ccccc2)CC1 (configuration not stated)	2.7	3	-11	3.6	-4	-11	-21	25	-6
CCN1C[C@@H]2[C@@H]3C(=O)N(Cc4ccccc4)C(=O)[C@@H]3[C@](C)(C1=O)N2C(=O)c1ccc(C(C)(C)C)cc1	0.6	15	0	nt	-3	nt	nt	14	-12
Nc1nc2n(n1)C(c1ccccc1)CC(c1ccc(F)cc1)N2 (configuration not stated)	-0.2	3	-4	-0.2	-2	-15	-5	-9	6
Cc1cccc(NC(=O)c2nc[nH]c2C(=O)Nc2ccccc2[N+](=O)[O-])c1	0.1	2	7	1.4	-4	-4	-9	9	-7

# Other structures follow.
SMILES	CHO-K1 Ca ag	TAAR1 ag	TAAR1 antag	V1aR counter	M1 ag	OXTR potentiator	CHO parental Ca	CHO-K1 Ca PAM	CHO-K1 Ca antag
Nc1ccn(C2CCCO2)c(=O)n1 (configuration not stated)	0.7	0	-7	nt	0	nt	nt	8	-7
COc1ccc(NC(=O)C#Cc2ccccc2)cc1	0.2	0	12	-1.1	-7	-6	-5	-12	7
O=C(CCCCCn1nnc2ccccc2c1=O)Nc1ccccc1Cl	2.6	3	-15	4.4	-5	-3	-10	14	-18
COc1cccc(-c2nnc(SCC(=O)N3CCCC3=O)n2-c2ccccc2)c1	1.1	5	-13	0.3	-3	-5	-4	2	-2
CCc1nc2c(OCc3ccc(Cl)cc3Cl)cccn2c1N(C)C(=O)c1ccccc1F	1.3	-3	-3	nt	-7	nt	nt	2	6
CC(OC(=O)c1cc[n+]([O-])cc1)C(=O)NCc1ccccc1 (configuration not stated)	0.3	1	-13	0.7	-3	-6	-11	1	-4
N/C(=N\OC(=O)c1ccc2ccccc2c1)c1ccccn1	2.5	8	0	2.7	-2	-2	-16	1	3
CCC(=O)Nc1ccc2c(c1)Cc1cc(NC(=O)CC)ccc1-2	0.4	0	12	nt	-3	nt	nt	16	4
CCCCNc1c(-c2ccc(Sc3ccc(OC)cc3)cc2)nc2cc(C)ccn12	2.0	6	24	-0.3	-10	-8	39	5	-16
CCN(CC)c1ccc(C(=O)OCC(=O)Nc2ncccn2)cc1	1.0	1	-7	0.8	0	-6	-1	12	-11
CCOC(=O)C1CCCN(/C=C2\SC(=S)N(CC)C2=O)C1 (configuration not stated)	4.0	2	-13	4.8	-5	-5	-14	8	0
CCn1c(/C=N/NC(=O)c2ccc(OC)cc2)nc2ccccc21	2.7	7	7	0.5	-4	-7	-15	20	-14
Cc1ccc(S(=O)(=O)N2CCC(C(=O)OCC(=O)N3CCCC(C)C3)CC2)cc1C (configuration not stated)	0.0	-1	-9	-0.4	-5	-4	5	-13	7
CC(C)n1ncc2c(C(=O)NCCc3ccc(F)cc3)cc(C3CC3)nc21	1.8	0	21	nt	-5	nt	nt	16	-5
CN(C1CCCCC1)S(=O)(=O)c1cccc2nsnc12	1.3	-1	-9	-0.6	-5	-5	-1	18	-24
Cc1ccc2c(c1)C(O)(c1c(C)[nH]c3ccccc13)C(=O)N2 (configuration not stated)	0.3	1	10	0.0	-1	-5	-1	8	0
CCCC(O)(CCC)C(=O)NNc1ccccc1	1.4	5	5	0.9	-1	-3	-15	21	-9
Cc1ccc(N=C2NC(=O)/C(=C\c3cccs3)S2)cc1C	-0.3	-1	24	-0.2	-8	-5	-28	5	-3
COc1ccc(C(C#N)CC(=O)c2ccc(OC)c(OCc3ccccc3)c2)cc1OC (configuration not stated)	5.4	12	2	nt	-1	nt	nt	12	3
Clc1ccccc1Cc1noc(CN2CCN3CCCC3C2)n1 (configuration not stated)	0.3	3	-5	0.4	-6	-2	-7	-9	-1

# A draw from above in order of SMILES length, high to low:
SMILES	CHO-K1 Ca ag	TAAR1 ag	TAAR1 antag	V1aR counter	M1 ag	OXTR potentiator	CHO parental Ca	CHO-K1 Ca PAM	CHO-K1 Ca antag
COc1ccc(C(C#N)CC(=O)c2ccc(OC)c(OCc3ccccc3)c2)cc1OC (configuration not stated)	5.4	12	2	nt	-1	nt	nt	12	3
Cc1ccc2c(c1)C(O)(c1c(C)[nH]c3ccccc13)C(=O)N2 (configuration not stated)	0.3	1	10	0.0	-1	-5	-1	8	0
COc1ccccc1NC(=O)Cc1coc2cc(C)ccc12	-0.1	0	7	-1.7	-6	2	-22	9	2

# The results go on:
SMILES	CHO-K1 Ca ag	TAAR1 ag	TAAR1 antag	V1aR counter	M1 ag	OXTR potentiator	CHO parental Ca	CHO-K1 Ca PAM	CHO-K1 Ca antag
c1ccc2[nH]c(CSc3nc4ccccc4s3)nc2c1	2.6	17	12	7.4	1	-17	-21	1	2
COc1cc(-c2cc3nc4ccccc4n3c(N)c2C#N)cc(OC)c1OC	6.6	17	90*	-0.6	-1	-3	-5	0	2
c1ccc(-n2nnnc2NC2CCCCCC2)cc1	7.2	17	14	6.0	-2	-12	-5	19	-14
OCCN1CCN(CC(O)COc2ccc3ccccc3c2)CC1 (configuration not stated)	3.0&0.0	1&5	-10&4	0.1	-1&5	-1	-4	8&0	-1&-2
Cc1ccc(/C=N/Nc2nncn2N)cc1	-0.1	-2	9	0.2	-1	-1	-4	0	-15

# Compound activity deposited in PubChem by The Scripps Research Institute Molecular Screening Center.
